Assay outcomes from PubChem.
CHT inh: inhibits the human high affinity choline transporter. 0.86% of 310,000 active. CHT-expressing cells, membrane potential dye, choline response; hits give low values. Q9GZV3. B-score at 10 µM;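 active = B-score over 3 SD under the library average, and starting fluorescence ratio not unusually high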;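 also: choline stimulus applied at its EC90 after an EC20 pre-addition; B-score computed on integrated fluorescence ratio after choline addition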
Target sequence (Q9GZV3 whole entry, looked up): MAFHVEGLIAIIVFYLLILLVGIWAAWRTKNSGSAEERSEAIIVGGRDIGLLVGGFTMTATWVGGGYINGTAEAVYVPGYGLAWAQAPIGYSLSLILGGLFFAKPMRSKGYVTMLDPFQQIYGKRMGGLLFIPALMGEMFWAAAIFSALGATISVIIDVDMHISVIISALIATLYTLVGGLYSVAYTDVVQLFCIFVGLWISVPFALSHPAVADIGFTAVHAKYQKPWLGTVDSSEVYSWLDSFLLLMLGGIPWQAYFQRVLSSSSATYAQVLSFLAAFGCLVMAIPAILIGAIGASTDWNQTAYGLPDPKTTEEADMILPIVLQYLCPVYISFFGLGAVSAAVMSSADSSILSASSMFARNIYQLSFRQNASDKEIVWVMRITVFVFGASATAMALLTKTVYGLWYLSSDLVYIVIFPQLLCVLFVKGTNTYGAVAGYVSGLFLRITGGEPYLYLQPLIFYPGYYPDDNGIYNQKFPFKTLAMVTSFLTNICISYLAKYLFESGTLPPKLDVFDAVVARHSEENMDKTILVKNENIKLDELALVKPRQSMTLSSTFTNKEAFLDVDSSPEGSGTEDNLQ
CHT PAM: allosteric activators of human choline transporter CHT. AID 488977. B-score at 10 µM. 0.49% of 310,000 active. Q9GZV3. CHT-expressing cells, membrane potential dye, choline EC20; hits give high values; LV-AA mutant CHT in HEK293 cells;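 active = initial fluorescence not abnormally high and integrated response B-score, plate-corrected, over 3 SD above library mean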
Numbers without * were called inactive; i = inactive.

SMILES | CHT inh | CHT PAM
CSCCC(NC(=O)c1cccc(S(=O)(=O)N2CCOCC2)c1)C(=O)Nc1cccc(C)c1 (stereo unspecified) | i | i
CC1CN(C(=O)c2ccc(C(=O)c3ccccc3)cc2)CC(C)O1 (stereo unspecified) | i | i
COc1cc(CNCc2ccccc2C(F)(F)F)cc(OC)c1 | i | i
Cc1ccc(Cl)cc1N1CCN(CC(O)COC(C)C)CC1 (stereo unspecified) | i | i
Cn1c(CCNC(=O)c2ccco2)nc2cc(NC(=O)c3ccco3)ccc21 | i | i
O=C(CNC(=S)NC(=O)c1ccc(Cl)cc1)c1ccccc1 | i | i
CSC(=NC#N)N1CCN(c2ccccc2)CC1 | i | i
COc1cc(CCC(=O)OCC(=O)Nc2nc(C)c(Cl)cc2Cl)cc(OC)c1OC | i | i
CC(C)(C)c1ccc(C(=O)NNC(=O)C2CCCCC2)cc1 | i | i
O=C(Nc1nc2cc3c(cc2s1)OCO3)C1CCCCC1 | i | i
CCN(CC)S(=O)(=O)c1cc(C(=O)Nc2nncs2)c(Cl)cc1Cl | -9.5* | i
Cc1cc(C(=O)NCc2ccco2)c2ccccc2n1 | i | i
CCOc1ccc(/C=C/C2=NNC(=O)CC2)cc1 | i | i
Cc1nnsc1C(=O)Nc1ccc(S(=O)(=O)N2CCCCC2)cc1 | i | i
CCOc1cc(C)ccc1OCc1nnc(SCC(=O)c2cccc([N+](=O)[O-])c2)n1CC | i | i
COc1ccccc1OCC(=O)Nc1cc(C)ccc1NC(=O)c1ccco1 | i | i
COc1ccc(CN/C(C)=C(/C#N)C(N)=O)cc1OC | i | i
COCCCNC(=O)C(=O)NC1CCCCCC1 | i | i
CCCCOc1cc(=O)[nH]c(=O)[nH]1 | i | i
COCCNC(=O)C(=O)NCCN1CCOCC1 | i | i
COC(=O)[C@H](C)NC(=O)Nc1ccc(OC)c(OC)c1 | i | i
Nc1nc(SCC(=O)Nc2ncc(C(F)(F)F)cc2Cl)n[nH]1 | i | i
CC1CN(C(=O)/C=C/c2cccc([N+](=O)[O-])c2)CC(C)O1 (stereo unspecified) | i | i
CC(C)(C)c1ccc(-c2nnc(SCC(=O)O)n2N)cc1 | i | i
CCOn1c(=O)c(-c2ccc(C)cc2)[n+]([O-])c2ccccc21 | i | i

In the list so far, these have four or more nitrogen atoms:
SMILES | CHT inh | CHT PAM
Cn1c(CCNC(=O)c2ccco2)nc2cc(NC(=O)c3ccco3)ccc21 | i | i
CSC(=NC#N)N1CCN(c2ccccc2)CC1 | i | i
CCN(CC)S(=O)(=O)c1cc(C(=O)Nc2nncs2)c(Cl)cc1Cl | -9.5* | i
Cc1nnsc1C(=O)Nc1ccc(S(=O)(=O)N2CCCCC2)cc1 | i | i
CCOc1cc(C)ccc1OCc1nnc(SCC(=O)c2cccc([N+](=O)[O-])c2)n1CC | i | i
Nc1nc(SCC(=O)Nc2ncc(C(F)(F)F)cc2Cl)n[nH]1 | i | i
CC(C)(C)c1ccc(-c2nnc(SCC(=O)O)n2N)cc1 | i | i

Following part
SMILES | CHT inh | CHT PAM
O=C(NNC(=O)C1CC(=O)N(Cc2ccccc2)C1)c1ccc(Br)cc1 (stereo unspecified) | i | i
COc1cc(CCCN2C(N)=NC[C@@H]2Cc2ccccc2)cc(OC)c1OC | i | i
COc1cccc(/C=C2\SC(=O)N(CCC(=O)NC3CCS(=O)(=O)C3)C2=O)c1 (stereo unspecified) | i | i
CCOC(=O)CCP(=O)(O)C(O)(c1ccccc1)c1ccccc1 | i | i
Cc1[nH]c2ccccc2c1C(=O)C(=O)N1c2ccccc2CC1C (stereo unspecified) | i | i
CC(C)n1c(O)c(N=NC(=O)CNC(=O)c2cccnc2)c2ccccc21 | i | i
Cc1ccccc1C(=O)OC1OC(=O)C(Cl)=C1Nc1ccc(C(=O)O)cc1 (stereo unspecified) | i | i
C#Cc1ccc(CN2CCN(CCc3ccccc3)C(CCO)C2)cc1 (stereo unspecified) | i | i
Cc1cc(NS(=O)(=O)c2ccc(NC(=O)COc3ccc(Br)cc3)cc2)nc(C)n1 | i | i
COC(=O)c1sc2nc(CN3CCOCC3)nc(N3CCOCC3)c2c1C | i | i
CC(C)[C@H](NC(=O)[C@@H]1Cc2ccccc2CN1C(=O)OC(C)(C)C)C(=O)NCC1CCCO1 (stereo partly specified) | i | i
CC(C)CC(=O)Nc1nnc(SCC(=O)Nc2ccc3c(c2)OCO3)s1 | i | i
CC(=O)c1ccc(OC(=O)c2ccc(Br)o2)cc1 | i | i
CC1(C)C(=O)OC(c2cccs2)C2(CCCCC2)C1=O (stereo unspecified) | i | i
COc1ccc(S(=O)(=O)NC(C(=O)NCCc2ccccn2)C(C)C)cc1 (stereo unspecified) | i | i
Cc1ccc2nc(SCC(=O)NC3CCCC3)nc(=O)n2c1 | i | i
O=c1oc2ccccc2c(N2CCCC2)c1[N+](=O)[O-] | i | i
Cc1ccc(-c2ccc(CCC(=O)O)n2C(C)C)cc1 | i | i
CC(=O)Nc1ccc(NC(=O)CN2CCN(c3cccc(C(F)(F)F)c3)CC2)cc1 | i | i
CN(Cc1nccs1)C(=O)c1ccc(OC2CCN(Cc3ccccn3)CC2)cc1 | i | i
Cc1cc(NC(=O)c2cc(C3CC3)on2)n(-c2ccccc2)n1 | i | i
CC1CCc2nc3ccc(S(=O)(=O)N4CCC(C(=O)O)CC4)cc3c(C(=O)O)c2C1 (stereo unspecified) | i | i
CCN1C(=O)CC(NCc2ccc3c(c2)OCO3)C1=O (stereo unspecified) | i | i
Nc1cc2ccncc2c2ccccc12 | i | i
O=C(COC(=O)[C@@H]1CCCN1C(=O)c1cccs1)Nc1ccc(F)cc1[N+](=O)[O-] | i | i

Complete entries, quoted from the list. Values in the order: CHT inh	CHT PAM
Listed for C#Cc1ccc(CN2CCN(CCc3ccccc3)C(CCO)C2)cc1 (stereo unspecified) : i	i
Listed for Nc1cc2ccncc2c2ccccc12 : i	i
Listed for Cc1ccc2nc(SCC(=O)NC3CCCC3)nc(=O)n2c1 : i	i

Records listed above printed as active in CHT inh:
SMILES | CHT inh
CCN(CC)S(=O)(=O)c1cc(C(=O)Nc2nncs2)c(Cl)cc1Cl | -9.5*

Further compounds follow.
SMILES | CHT inh | CHT PAM
CCN(CC)C(=O)Cn1cc(C(=O)C(=O)N2CCN(Cc3ccccc3)CC2)c2ccccc21 | i | i
CC(NCCS(=O)(=O)c1ccc(Cl)cc1)c1cccc(Cl)c1 (stereo unspecified) | i | i
Cc1cc(Cl)ccc1OCC(=O)OC(C)C(=O)N(C)C (stereo unspecified) | i | i
O=C1/C(=C\c2cccs2)SC(=S)N1C1CCS(=O)(=O)C1 (stereo unspecified) | i | i
COC(=O)C1=CN(Cc2ccc(OC)c(OC)c2)C=C(C(=O)OC)C1c1ccc(O)cc1 | i | i
Cc1ccc(NC(=O)COC(=O)Cn2c(C)csc2=O)cc1C | i | i
Cc1ccc(SCCC(=O)NCc2ccncc2)cc1 | i | i
O=C(COc1ccc(Cl)cc1Cl)c1ccc[nH]1 | i | i
CCc1nc(N)c(C#N)c(-c2ccco2)c1C | i | i
Cc1cccc(OCC(=O)NNC(=O)Nc2cccc(Cl)c2)c1C | i | i
Cc1cccc(-c2nc(C#N)c(NCc3ccco3)o2)c1 | i | i
COC(=O)C1CCN(S(=O)(=O)c2ccc(NC(C)=O)cc2)CC1 | i | i
COc1ccc(C(=O)CSc2nc(N)nc(SC)c2C#N)cc1 | i | i
CC12CN3CC(C)(CN(C1)C3c1ccc(Cl)cc1Cl)C2=O (stereo unspecified) | i | i
COc1cc(NC(=O)c2ccc([N+](=O)[O-])cc2)ccc1NC(=O)C(C)C | i | i
Cn1nc(C(=O)NCCCN2CCCCC2)c2c1-c1ccccc1S(=O)(=O)C2 | i | i
O=C(OCCN1CCCCC1)c1ccccc1Br | i | i
CC(C)C[C@H](NS(=O)(=O)c1ccc(Br)cc1)C(=O)O | i | i
Cc1cc(C)cc(C(=O)N2CCC(C(N)=O)CC2)c1 | i | i
CCOc1ccccc1OCC(=O)Nc1ccc(Cl)cc1Cl | i | i
CCCCNC(=O)C(=O)Nc1cc2c3c(c1)CCC(=O)N3CCC2 | i | i
Cc1ccccc1S(=O)(=O)Cc1ccc(C(=O)NC(C)c2ccccc2)o1 (stereo unspecified) | i | i
Cc1cc(C)n2nc(-c3cccc(Br)c3)cc2n1 | i | i
CCCC(CCC)c1nnc(NC(=O)c2ccco2)s1 | i | i
C/C=C(\C)c1nnc(NC(=O)OCC)s1 | i | i
Going on with the list.
SMILES | CHT inh | CHT PAM
C=C(C)COc1ccc2c(CC)cc(=O)oc2c1 | i | i
CC(Oc1ccc(-c2ccccc2)c(F)c1)c1ccn(S(=O)(=O)c2ccc(F)cc2)n1 (stereo unspecified) | i | i
O=C(CC(Nc1ccc(Cl)cc1)C(=O)O)c1ccccc1 (stereo unspecified) | i | i
CCNC(=S)N(CCN(C)C)Cc1cc2cc(OCC)ccc2[nH]c1=O | i | i
CCC(C)c1ccc(S(=O)(=O)N2CCN3CCCC3C2)cc1 (stereo unspecified) | i | i
CCCC(=O)Nc1ccc(N2CCCCC2)cc1 | i | i
CC1(C(=O)N(Cc2ccccc2)Cc2ccccc2)CC1(Br)Br (stereo unspecified) | i | i
COc1ccc(NC(=O)COc2ccc3c(C)cc(=O)oc3c2)cc1S(=O)(=O)N1CCCCC1 | i | i
COc1ccc(NC(=O)COC(=O)c2ccc([N+](=O)[O-])o2)cc1Cl | i | i
CCN(c1ccc(Cl)cc1)S(=O)(=O)c1nnc(NC(=O)C(C)C)s1 | i | i
O=S(=O)(NCc1ccccn1)c1ccccn1 | i | i
COc1ccc(NC(=O)COc2cccc3c2CCN(Cc2cccnc2)C3=O)cc1 | i | i
CCOc1cc(CNCCc2ccccc2)ccc1OCC(=O)NC(C)(C)C | i | i
O=C(O)COCC(=O)Nc1ccccc1-c1ccccc1 | i | i
O=C(Nc1cc(Cl)ccc1Oc1ccccc1)c1ccccc1F | i | i
CCc1nc2sc3c(c2c(=O)o1)CCCC3 | i | i
CN1CCN(CCNC(=O)c2cn(Cc3ccccc3F)nn2)CC1 | i | i
Cc1nnc(SCC(=O)Nc2ccc(Cl)cn2)[nH]c1=O | i | i
O=C(O)/C(=C/c1ccco1)NC(=O)c1ccc(Br)o1 | i | i
Cc1cc(C)nc(SCc2ccc(C(=O)N/N=C/c3cccnc3)cc2)n1 | i | i
CCc1noc(C)c1C(=O)OC(C)C(=O)Nc1ccccc1OC (stereo unspecified) | i | i
CCN(CC)c1ccc(/C=N/NC(=O)C2CC2)cc1 | i | i
CSc1n[nH]c(-c2sccc2OCc2ccc(C)cc2)n1 | i | i
O=C(NC(=S)N(CCO)Cc1ccccc1)c1ccc(F)cc1Cl | i | i
CCC1(C)Cc2c(sc3nnn(CC(=O)Nc4ccccc4)c(=O)c23)CO1 (stereo unspecified) | i | i

Quoted at random: 3 records from the list, in no set order.
SMILES | CHT inh | CHT PAM
CCc1nc2sc3c(c2c(=O)o1)CCCC3 | i | i
COc1ccc(NC(=O)COC(=O)c2ccc([N+](=O)[O-])o2)cc1Cl | i | i
COc1ccc(NC(=O)COc2ccc3c(C)cc(=O)oc3c2)cc1S(=O)(=O)N1CCCCC1 | i | i

Further records:
SMILES | CHT inh | CHT PAM
COc1ccc(-c2csc(N(CCCN(C)C)C(=O)c3ccccc3F)n2)cc1 | i | i
Cc1ccccc1C(=O)N1CCCC(N2CCN(Cc3ccc4c(c3)OCO4)CC2)C1 (stereo unspecified) | i | i
COc1ccc(CC2(CO)COc3ccccc3C2=O)cc1 (stereo unspecified) | i | i
CCc1c(C)sc(NC(=O)C2CC2)c1C(=O)OC(C)C | i | i
Cc1ccc(CC(NC(=O)c2ccccc2)C(=O)NC(CC(C)C)C(=O)O)cc1 (stereo unspecified) | i | i
CCN(CC)S(=O)(=O)c1ccc(OC)c(NC(=S)Nc2cc(C)ccc2C)c1 | i | i
Cc1oc(-c2cc(Cl)cc(Cl)c2)cc1C(=O)NCCc1ccccc1 | i | i
COc1ccc2c(-c3ccccc3)cc(SCC(N)=O)nc2c1 | i | i
CCCn1c(SCC(=O)N2CCCc3ccccc32)nc2c1c(=O)n(C)c(=O)n2C | i | i
O=C(CC(Nc1cccc(Cl)c1Cl)C(=O)OCC(=O)c1cccs1)c1ccccc1 (stereo unspecified) | i | i
O=C(NCc1ccc2c(c1)OCO2)c1ccc(C2SCC(=O)N2Cc2ccco2)cc1 (stereo unspecified) | i | i
COc1ccccc1N1CC(C(=O)Nc2cccc(C(=O)O)c2)CC1=O (stereo unspecified) | i | i
Cc1ccc(N=Nc2c(C)[nH]n(-c3ccccc3)c2=O)cc1Br | i | i
CCN(CC)S(=O)(=O)c1cc(NC(=O)C(C)N2CCN(Cc3ccc4c(c3)OCO4)CC2)ccc1C (stereo unspecified) | i | i
CN1CCN(/C=C2\SC(=S)NC2=O)CC1 | i | i
O=C(Nc1sc2c(c1C(=O)NCc1cccnc1)CCCC2)c1ccco1 | i | i
CCCCc1ccc(NC(=S)N2CCCC(CO)C2)cc1 (stereo unspecified) | i | i
Cc1nn(C)c(C)c1S(=O)(=O)N(CC(=O)NCc1cccs1)c1ccc(C(C)C)cc1 | i | i
CCc1ccc(NC(=O)C(=O)NCCN2CCN(C(=O)c3ccco3)CC2)cc1 | i | i
COc1ccc(C2C(=O)N(C3CCCCC3)CC(=O)N2C2CCCC2)cc1 (stereo unspecified) | i | i
NC(=O)c1cccnc1Oc1ccccc1 | i | i
COc1cc(/C=C/c2noc(-c3ccccc3O)n2)ccc1OC(C)=O | i | i
CC(=O)c1sc(NC(=O)c2ccc(C)cc2)nc1C | i | i
CCCC(=O)Nc1ccc(C(=O)NCC(=O)OCC)cc1 | i | i
CC1CC(C)(C)NC(=S)N1CC(=O)N1CCN(Cc2ccc3c(c2)OCO3)CC1 (stereo unspecified) | i | i
COc1c(Cl)ccc(Cl)c1C(=O)OCC(=O)O | i | i
Cc1nc(Cl)cc(N/N=C/c2ccccc2)n1 | i | i

The order is random; 1.5% or so of the library scored in one or more.
